Screening results from PubChem.
ATXN viability: reduces viability in counter-screen for ATXN expression inhibitors. S2 cells (HEK-293 line with an ATXN2-luciferase reporter) viability, CellTiter-Fluor protease fluorescence, 24 h. 0.49% of 400,000 active. AID 651635. Potency, µM (series often up to 56.7 µM), usual class: cytotoxic; note: potency is the fitted concentration of half-maximal effect; nearly all actives have a fitted effect of over 40% in size
KB-3-1 tox: KB-3-1 parental cell cytotoxicity. KB-3-1 viability, CellTiter-Glo ATP luminescence, 72 h. Potency, µM (titrated, usually from 46.1 µM), without a hit: at the top dose activity change, negative = cytotoxic, actives largely listed as cytotoxic. 1.4% of 400,000 active; note: potency is the fitted concentration of half-maximal effect; % is set by controls: 0 for no effect and ±100 for the full control effect; nearly all actives have a fitted effect of over 60% in size
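Cytotoxicity in the drug-sensitive parental line KB-3-1 was scored as loss of CellTiter-Glo luminescence following 72 h incubation with compound. Values come from curve fitting of normalized concentration-response data.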
HT1080 IDH1KD tx: HT-1080 IDH1 knockdown cell toxicity (counter line). AID 686971. 2% of 360,000 active. Potency, µM (series often up to 46.1 µM), without a hit: top-dose activity, negative = toxicity, usual class: cytotoxic. HT-1080 IDH1 knockdown viability, ATP luminescence, 48 h;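 note: potency is the fitted concentration of half-maximal effect; 0% = DMSO wells and -100% = cell-free medium wells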
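Using the IDH1-knockdown HT-1080 line run in the same batch and compound series as the NT line, viability after 48 h at 37 °C was determined by CellTiter-Glo luminescence and expressed as % activity.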
HepG2 viability: HepG2 cytotoxicity, counter-screen for TGF-b inhibitors; Potency, µM (highest dose often 46.1 µM), inactives show at the highest dose activity change, negative = cytotoxicity, most hits filed as cytotoxic; AID 588856; 0.76% of 410,000 active; HepG2 CAGA-GFP viability, ATP luminescence, 18 h; note: potency is the fitted concentration of half-maximal effect; some results filed as inactive show a strong effect at the top dose
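HepG2 CAGA-GFP cells (1000/well, DMEM with 1% FBS) received compound, then TGF-beta at 500 pg/mL final, and were incubated 18 hours at 37 degrees C. Viability was read by CellTiter-Glo luminescence. Media-only wells were set as complete cell-killing and DMSO as no toxicity.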
IL1B secr inh: inhibitors of inflammasome signaling (IL-1 beta secretion); THP-1 LPS/ATP IL-1B secretion, AlphaLISA, 16 h; hits give low values; activity change, % at 57.5 µM; 4.7% of 360,000 active; AID 743279; in the data active = activity change below about -50%; inconclusive = mostly about -30% to -49%; note: % is set by controls: 0 for no effect and ±100 for the full control effect
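THP-1 cells pretreated 1 hr with compounds (up to 57.5 uM final), then stimulated with LPS (250 ng/mL final) plus ATP (1.25 mM final); secreted IL-1B measured by AlphaLISA after 16 hr, decreased signal indicating inhibition.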
SW480 rereplic: inducers of DNA re-replication in SW480 colon cancer cells | SW480 DNA re-replication, Hoechst DNA content imaging, 48 h | Potency, µM (top dose mostly 46.1 µM), for the others: top-dose re-replication activation, most hits filed as activators | 1.8% of 340,000 active | AID 624297; note: potency is the fitted concentration of half-maximal effect; % of control where 0% means no effect; nearly all actives have a fitted effect of over 55% in size
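Hoechst fluorescence of nuclei (405 nm excitation, 500-530 nm emission) measured by plate-scanning imager after 48 hr compound exposure at 37 C; re-replication scored as increased number of nuclei with elevated intensity.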
HT1080NT lethal: kills 2HG-producing HT-1080-NT fibrosarcoma cells; HT-1080-NT fibrosarcoma viability, CellTiter-Glo ATP luminescence, 48 h; Potency, µM (highest dose often 46.1 µM), for inactives: at the highest dose activity, negative = less viability, actives largely listed as cytotoxic; 1.6% of 360,000 active; AID 686970;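 note: NT is the 2HG producing partner of a matched IDH1 knockdown line; potency is the fitted concentration of half-maximal effect; 0% = DMSO-treated cells and -100% = media-only wells without cells; nearly all actives have a fitted effect of over 55% in size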
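Luminescent CellTiter-Glo readout after 48 hours of compound exposure at 37 degrees C defined viability of HT-1080-NT cells. Activity was normalized to DMSO wells and cell-free media wells; concentration-response curves were fitted and assigned curve classes.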
MCF10A rerep: DNA re-replication induction in MCF 10a cells; Potency, µM (series often up to 46.1 µM), without a hit: at the highest dose activity, positive = re-replication, hits mostly activators; 2.9% of 350,000 active; MCF 10A DNA re-replication, Hoechst nuclear intensity, 48 h; note: potency is the fitted concentration of half-maximal effect; % of control where 0% means no effect; nearly all actives have a fitted effect of over 50% in size
ATXN2 expr inh: reduces ATXN2 reporter expression in HEK-293 cells; HEK-293 ATXN2-luciferase reporter, luminescence, 24 h; Potency, µM (series often up to 57 µM), for inactives: at the highest dose activity change, negative = inhibition, actives largely listed as inhibitors; 0.72% of 360,000 active; AID 1745845; note: potency is the fitted concentration of half-maximal effect; % is set by controls: 0 for no effect and ±100 for the full control effect; nearly all actives have a fitted effect of over 55% in size
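qHTS (up to 57 uM final) was run with 24 h compound exposure of reporter cells at 37 °C. Each well was multiplexed: SteadyGlo luminescence measured ATXN2-luciferase expression after a fluorogenic Gly-Phe-AFC viability readout (25 uM final).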
Starred values were filed as active, the others as inactive; i = inactive; ? = inconclusive; . = not tested or not shown; [ ] = remark or other dose. Unless noted, calls come from the whole dose curve; as a rule, active = well fitted curve in the direction sought with a large enough effect; inconclusive = small, poorly fitted or top-dose-only effect, or another doubt; inactive = no such curve, though single readings can be large; an effect the other way counts as inactive or inconclusive.

cpd	SMILES	ATXN viability	KB-3-1 tox	HT1080 IDH1KD tx	HepG2 viability	IL1B secr inh
1	COc1ccc2c(C)cc(=S)[nH]c2c1	?	21%	7%	0%	29
2	CCOC(=O)C1=C(c2ccccc2)N=C2SCC(=O)N2C1c1ccc(OCC)c(OCC)c1 (stereo unspecified)	i	19%	3%	-15%	-2
3	CS(=O)(=O)N(CC(=O)N1CCN(c2ccccc2F)CC1)c1cccc(C(F)(F)F)c1	i	-8%	-2%	-10%	?
4	O=C(COc1ccccc1F)c1ccc(O)cc1O	i	-21%	7%	6%	-5
5	COCCNc1nnc(SCC(=O)NC2CCCCC2)s1	i	1%	-2%	-6%	-5
6	COc1ccc(N2C(=O)C3C4C=CC(CC4)C3C2=O)c([N+](=O)[O-])c1 (stereo unspecified)	i	0%	-2%	-50%	-15
7	O=C(NNC(=O)C1C2C=CC(C2)C1C(=O)O)c1ccccc1 (stereo unspecified)	i	-2%	13%	-14%	0
8	NC(=O)c1ccsc1NC(=O)COC(=O)C1CCCN1C(=O)c1cccs1 (stereo unspecified)	i	8%	-1%	-33%	9
9	CC(C)C[C@H]1CNC(=S)N1CC1CCN(CCC2CCCC2)CC1	i	-3%	1%	-48%	-3
10	O=C(Cn1c(=O)n2nc(-c3cccc(F)c3)nc2c2ccccc21)N1CCN(c2ccccc2F)CC1	i	0%	.	12%	.
11	COc1cccc(CNC(=O)COC(=O)c2cccc(S(=O)(=O)N3CCN(C(C)=O)CC3)c2)c1	i	.	13%	-4%	9
12	COc1ccc(/C=C2\SC(=S)N(C(Cc3ccccc3)C(=O)O)C2=O)cc1 (stereo unspecified)	?	8%	7%	-23%	0

cpd	SW480 rereplic	HT1080NT lethal	MCF10A rerep	ATXN2 expr inh
1	-2%	1%	1%	4%
2	0%	4%	?	2%
3	0%	-5%	2%	-4%
4	-18%	11%	-2%	27%
5	-5%	2%	-8%	.
6	0%	3%	1%	9%
7	-22%	21%	?	18%
8	10%	6%	-1%	7%
9	-4%	0%	1%	-3%
10	.	.	.	9%
11	-3%	-4%	-14%	3%
12	-1%	-17%	?	-18%[11.3 µM]

(more compounds)
cpd	SMILES	ATXN viability	KB-3-1 tox	HT1080 IDH1KD tx	HepG2 viability	IL1B secr inh
13	COc1ccc(C(NC(=O)C(C)C)c2ccc3cccnc3c2O)cc1 (stereo unspecified)	i	-25%	?	-38%	138
14	NS(=O)(=O)c1ccc(CNC(=O)C2(c3ccc(Cl)cc3)CC2)cc1	i	-29%	-1%	58%	-4
15	Cn1c(SCC(=O)Nc2ccc(N3CCOCC3)cc2)nnc1C1CC1	?	-5%	12%	1%	-11
16	CCC(=O)Nc1ccc2c(c1)Cc1cc([N+](=O)[O-])ccc1-2	i	-1%	-11%	0%	-5
17	Nc1ccc2nc(-c3cccs3)[nH]c2c1	i	-6%	-23%	-43%	4
18	Cc1ccc(CN(C)C(=O)c2ccccc2Sc2ccccc2C#N)cc1	i	-5%	-3%	-23%	-8
19	COc1ccc(N2CCN(c3nc(-c4cccs4)nc4ccccc34)CC2)cc1	i	-3%	1%	-11%	9
20	Cc1ccc2nc(Cl)c(CNCc3ccccc3)cc2c1	.	0%	1%	1%	0
21	COc1ccc(-c2nnc(SCC(=O)Nc3ncc(C(F)(F)F)cc3Cl)n2CC(C)C)cc1	i	-2%	13%	-5%	-7
22	COc1ccccc1NC(=O)COC(=O)c1cc(C)nc2ccccc12	i	7%	12%	4%	27
23	Cn1c(=NC(=O)COc2ccccc2)sc2cccc(F)c21	i	3%	11%	12%	1
24	CC(C)CNC(=O)c1cc(-c2ccc3c(c2)OCO3)on1	i	-2%	-24%	-19%	?

cpd	SW480 rereplic	HT1080NT lethal	MCF10A rerep	ATXN2 expr inh
13	?	1.6µM*	8%	3.2µM*
14	-4%	1%	-1%	-8%
15	-3%	15%	-6%	-5%
16	9%	0%	16%	22%
17	27%	-9%	123%	44%[activator]
18	-3%	-4%	-10%	-10%
19	2%	13%	4%	-16%
20	-43%[inhibitor]	-2%	10%	.
21	-2%	5%	-2%	-2%
22	-5%	7%	-4%	34%[activator]
23	-14%	9%	2%	.
24	-1%	-11%	?	-7%

(list continues)
cpd	SMILES	ATXN viability	KB-3-1 tox	HT1080 IDH1KD tx	HepG2 viability	IL1B secr inh
25	Cc1ccc(NC(=O)NNC(=O)COc2ccc([N+](=O)[O-])cc2)cc1C	i	.	-17%	5%	11
26	CC(C)n1nnnc1C1c2ccccc2C(=O)N1CCOc1ccccc1 (stereo unspecified)	i	11%	-4%	.	28
27	CCOc1cc(C2C3=C(CC(C)(C)CC3=O)N(CCOC)C3=C2C(=O)CC(C)(C)C3)ccc1O	i	-11%	-6%	1%	-7
28	CCNC(=O)NC(=O)CN(C)c1ccccc1	i	-1%	17%	1%	12
29	Cc1ccc(SCCCCN2CCOCC2)cc1	i	1%	-7%	1%	8
30	Cc1ccc(NC(=O)c2nc(S(C)(=O)=O)ncc2N(Cc2ccco2)Cc2ccco2)cc1	i	-10%	.	-1%	.
31	CCOC(=O)c1nn(-c2ccc(F)cc2)c(=O)cc1OCC(=O)Nc1ccc(F)c(F)c1	i	11%	4%	0%	0
32	COc1cccc(OCC(O)CN2CCC(Cc3ccccc3)CC2)c1 (stereo unspecified)	i	?	-17%	-30%	?
33	COC(=NC(C)C)NC(C)C	i	0%	15%	-6%	-4
34	CCS(=O)(=O)N1Cc2ccccc2CC1C(=O)Nc1ccccc1OC (stereo unspecified)	i	5%	-5%	0%	0
35	CCN(CC)c1sc(S(=O)(=O)c2ccccc2)nc1S(=O)(=O)c1ccc(C)cc1	i	10%	.	8%	.
36	Cc1ccc(NS(=O)(=O)c2ccc(N/N=C/c3ccncc3)c([N+](=O)[O-])c2)c(C)c1	i	0%	-3%	-36%	73

cpd	SW480 rereplic	HT1080NT lethal	MCF10A rerep	ATXN2 expr inh
25	3%	-19%	4%	-1%
26	.	10%	.	52%[activator]
27	-3%	-6%	7%	.
28	16%	-9%	4%	-7%
29	6%	-4%	?	5%
30	.	.	.	0%
31	-615%[inhibitor]	-2%	32%	3%
32	3%	-19%	13%	-6%
33	-6%	22%	-3%	8%
34	-12%	4%	9%	23%
35	.	.	.	-19%
36	-4%	4%	10%	-7%

Some of the entries above, set out differently:
#29 Cc1ccc(SCCCCN2CCOCC2)cc1
  ATXN viability = i
  KB-3-1 tox = 1%
  HT1080 IDH1KD tx = -7%
  HepG2 viability = 1%
  IL1B secr inh = 8
  SW480 rereplic = 6%
  HT1080NT lethal = -4%
  MCF10A rerep = ?
  ATXN2 expr inh = 5%

#30 Cc1ccc(NC(=O)c2nc(S(C)(=O)=O)ncc2N(Cc2ccco2)Cc2ccco2)cc1
  ATXN viability = i
  KB-3-1 tox = -10%
  HT1080 IDH1KD tx = .
  HepG2 viability = -1%
  IL1B secr inh = .
  SW480 rereplic = .
  HT1080NT lethal = .
  MCF10A rerep = .
  ATXN2 expr inh = 0%

#31 CCOC(=O)c1nn(-c2ccc(F)cc2)c(=O)cc1OCC(=O)Nc1ccc(F)c(F)c1
  ATXN viability = i
  KB-3-1 tox = 11%
  HT1080 IDH1KD tx = 4%
  HepG2 viability = 0%
  IL1B secr inh = 0
  SW480 rereplic = -615%[inhibitor]
  HT1080NT lethal = -2%
  MCF10A rerep = 32%
  ATXN2 expr inh = 3%

#32 COc1cccc(OCC(O)CN2CCC(Cc3ccccc3)CC2)c1 (stereo unspecified)
  ATXN viability = i
  KB-3-1 tox = ?
  HT1080 IDH1KD tx = -17%
  HepG2 viability = -30%
  IL1B secr inh = ?
  SW480 rereplic = 3%
  HT1080NT lethal = -19%
  MCF10A rerep = 13%
  ATXN2 expr inh = -6%

The list goes on:
cpd	SMILES	ATXN viability	KB-3-1 tox	HT1080 IDH1KD tx	HepG2 viability	IL1B secr inh
37	Cc1cc(NC(=O)c2ccc3c(c2)OCO3)ccc1NC(=O)c1ccccc1	i	-11%	?	-25%	-18
38	C[C@@H](C(=O)NCC1CC1)[C@@H]1C[C@@]1(C)[C@@H](NC(=O)OCc1ccccc1)c1ccccc1	i	0%	1%	-17%	-1
39	O=C(NC1CC1)C1=C[C@H](c2csc3ccccc23)C[C@H](OCc2ccc(CO)cc2)O1	?	-1%	-14%	-18%	-16
40	Cc1ccc(C(c2nnnn2C2CCCC2)N2CCc3ccccc32)cc1 (stereo unspecified)	i	-24%	0%	-18%	-15
41	O=C(Nc1ccccn1)c1ccc(-c2ccccc2)cc1	i	0%	?	-50%	-59*
42	C=CCC[C@@H](Cc1ccc(F)cc1)C(=O)OC[C@H]1CCCN1C(=O)[C@@H](CC=C)CC(=O)N[C@H](CO)Cc1ccccc1	?	1%	-11%	-20%	-19
43	COc1ccc(CN(C)C(=O)c2ccc(Oc3ccccc3)cc2)cc1F	i	-20%	-6%	-7%	-74*
44	CCOC(=O)c1ccccc1NC(=O)Cn1c(-c2nonc2N)nc2ccccc21	?	1µM*	0.92µM*	-14%	37
45	Cc1ccc(N=N/C(=C\O)C(=O)c2ccncc2)cc1	i	-3%	16µM*	-40%	-7
46	Cc1ccccc1N(CC(=O)NC1CCCC1)C(=O)C1(C)CC(=O)N=C2C=CC(Cl)=CN21 (stereo unspecified)	i	0%	15%	2%	-12

cpd	SW480 rereplic	HT1080NT lethal	MCF10A rerep	ATXN2 expr inh
37	21%	-23%	7%	-16%
38	?	-2%	8%	0%
39	-4%	-1%	?	-21%
40	-8%	-3%	?	8%
41	20%	?	21%	?
42	6%	-23%	?	?
43	?	-20%	?	-31%
44	0.92µM*	?	0.46µM*	-19%
45	10%	26µM*	?	-8%
46	11%	3%	0%	2%

No enrichment for hits. About 8.9% of those tested had a hit in this group.
